TEAD-YAP inh: TEAD-YAP interaction inhibition; inhibition, % at 9.12 µM; actives 1.4% (n = 640,000); HEK-TIYL cells, TEAD-Gal4/YAP UAS-luciferase luminescence; in the data active means inhibition above about 32%;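 further: 0% = median of test compound wells and 100% = reference inhibitor wells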
FBW7 act: human FBW7 E3 ligase activation, primary screen. Q969H0. AlphaScreen FBW7–phospho-cyclin E peptide binding, activator screen. normalized activity (activation), % at 26.1 µM. actives 0.13% (n = 650,000). AID 1259310; in the data active means normalized activity above about 1.9%;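 further: purified mutant Fbw7 with reduced substrate affinity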
MITF primary: human MITF inhibition, primary screen; AlphaScreen MITF homodimerization, bead proximity signal; actives 0.91% (n = 650,000); O75030; inhibition, % at 2.6 µM; AID 1259374; in the data active means inhibition above about 50%;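 further: 0% = vehicle wells with protein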
Target sequence (O75030 whole entry, looked up): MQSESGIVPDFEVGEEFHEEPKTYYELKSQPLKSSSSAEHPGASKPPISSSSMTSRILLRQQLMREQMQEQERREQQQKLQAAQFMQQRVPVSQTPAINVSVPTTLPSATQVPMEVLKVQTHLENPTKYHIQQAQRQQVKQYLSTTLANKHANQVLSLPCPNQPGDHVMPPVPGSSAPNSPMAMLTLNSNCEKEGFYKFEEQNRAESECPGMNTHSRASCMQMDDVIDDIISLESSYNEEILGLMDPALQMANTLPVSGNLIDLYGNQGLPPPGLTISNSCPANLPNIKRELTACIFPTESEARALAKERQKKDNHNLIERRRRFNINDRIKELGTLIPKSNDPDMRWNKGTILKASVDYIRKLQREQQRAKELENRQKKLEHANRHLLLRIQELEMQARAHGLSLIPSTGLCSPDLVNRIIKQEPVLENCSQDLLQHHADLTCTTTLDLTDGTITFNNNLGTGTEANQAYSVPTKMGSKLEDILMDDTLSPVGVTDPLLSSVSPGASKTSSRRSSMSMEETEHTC
GPR151 ag: activates the human receptor GPR151; Q8TDV0; PathHunter beta-arrestin GPR151 cells, luminescence; activation, % at 11.2 µM; actives 1% (n = 650,000); in the data active means activation above about 4.9%;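 further: 0% = median of compound wells and 100% = cells with positive control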
Target sequence (Q8TDV0 whole entry, looked up): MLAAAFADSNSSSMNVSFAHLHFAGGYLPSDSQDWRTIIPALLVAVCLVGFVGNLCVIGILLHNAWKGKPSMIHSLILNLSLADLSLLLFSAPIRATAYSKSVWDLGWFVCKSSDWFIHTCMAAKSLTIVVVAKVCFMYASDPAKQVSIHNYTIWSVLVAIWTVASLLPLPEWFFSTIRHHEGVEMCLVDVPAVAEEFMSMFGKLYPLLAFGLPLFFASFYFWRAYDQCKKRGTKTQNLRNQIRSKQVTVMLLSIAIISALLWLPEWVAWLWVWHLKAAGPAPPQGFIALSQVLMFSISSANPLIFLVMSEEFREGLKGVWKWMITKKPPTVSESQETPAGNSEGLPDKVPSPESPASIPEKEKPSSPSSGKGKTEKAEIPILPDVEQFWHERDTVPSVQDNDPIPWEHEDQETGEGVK
Numbers without * were called inactive.

SMILES	TEAD-YAP inh	FBW7 act	MITF primary	GPR151 ag
O=C(Cc1cn(-c2ccc(N3CCN(c4ccccn4)CC3)nn2)c2ccccc12)Nc1ccc(N2CCOCC2)cc1	-20.1	0.7	-11.0	-1.1
O=C(Nc1ccc(Cl)cc1)c1cc(S(=O)(=O)N2CCOCC2)ccc1Cl	6.1	0.0	-2.1	1.4
CCOC(=O)c1c(NC(=O)CN2CCN(C)CC2)sc2c1CC(C)(C)NC2(C)C	5.9	-0.3	53.4*	0.9
O=C1CN(Cc2ccccc2)CC(=O)N1CCc1ccccc1	10.9	0.3	8.6	1.9
CCOC(=O)CSc1nc2cc(C(=O)NCc3ccccc3Cl)ccc2c(=O)n1CCc1ccccc1	1.1	0.0	-1.5	-0.4
COc1cc(NC(=O)c2cc3ccccc3o2)ccc1NC(=O)c1ccco1	-5.9	0.0	-1.8	0.0
O=C(COc1ccc(Cl)cc1Cl)NNC(=O)c1cc2ccccc2oc1=O	-1.8	0.0	5.0	1.0
C/C(=N/NC(=O)c1cc(-c2cccs2)[nH]n1)c1cccc(O)c1	0.1	0.1	2.4	0.3
COc1cc(Nc2ccc(NC(=O)c3c(F)cccc3F)cc2)nc(C)n1	9.2	0.4	10.5	0.2
O=C(CCN1c2ccccc2Sc2ccccc21)Nc1nccs1	8.4	-0.1	-0.7	0.5
Cc1cc(C)nc(N2CCCC(C(=O)NCCC(C)C)C2)n1 (centres undefined)	2.7	0.6	-8.7	-1.3
COc1ccc(S(=O)(=O)N2CCN(C)CC2)c(C)c1C	11.8	-0.2	6.5	1.7
O=S(=O)(NC1CCCC1)c1cccc2nsnc12	-7.0	0.2	0.0	-0.2
CCC1CCCCN1C(=O)c1sc2ncn(Cc3ccccc3F)c(=O)c2c1C (centres undefined)	-3.0	0.5	11.6	0.3
Clc1cc(N2CCCCC2)c(Cl)nn1	-7.4	-0.3	-10.5	0.0

Looked up above.
`O=S(=O)(NC1CCCC1)c1cccc2nsnc12` @ MITF primary: 0.0
`COc1ccc(S(=O)(=O)N2CCN(C)CC2)c(C)c1C` @ FBW7 act: -0.2
`O=C(Cc1cn(-c2ccc(N3CCN(c4ccccn4)CC3)nn2)c2ccccc12)Nc1ccc(N2CCOCC2)cc1` @ FBW7 act: 0.7

Returning to the listing, starting six compounds before the break.
SMILES	TEAD-YAP inh	FBW7 act	MITF primary	GPR151 ag
O=C(CCN1c2ccccc2Sc2ccccc21)Nc1nccs1	8.4	-0.1	-0.7	0.5
Cc1cc(C)nc(N2CCCC(C(=O)NCCC(C)C)C2)n1 (centres undefined)	2.7	0.6	-8.7	-1.3
COc1ccc(S(=O)(=O)N2CCN(C)CC2)c(C)c1C	11.8	-0.2	6.5	1.7
O=S(=O)(NC1CCCC1)c1cccc2nsnc12	-7.0	0.2	0.0	-0.2
CCC1CCCCN1C(=O)c1sc2ncn(Cc3ccccc3F)c(=O)c2c1C (centres undefined)	-3.0	0.5	11.6	0.3
Clc1cc(N2CCCCC2)c(Cl)nn1	-7.4	-0.3	-10.5	0.0
COCC(C)Nc1nc(-c2c(C)cc(C)cc2C)cs1 (centres undefined)	-13.3	0.0	-7.7	2.5
CCCC/C=C/c1cnc2ccc(NC(CC)CO)nn12 (centres undefined)	8.1	0.2	1.0	-0.2
Cc1c(Cl)cccc1N1C(N)=C(C#N)C(c2ccc3c(c2)OCO3)C2=C1CC(C)(C)CC2=O (centres undefined)	-10.6	0.0	5.8	-0.6
c1ccc(Nc2nc(Nc3ccncn3)nc3nc[nH]c23)cc1	-12.0	0.1	-6.5	0.6
COC(=O)C1C(=O)C(C(C)=O)C(=O)CC1(C)C (centres undefined)	-3.0	0.9	13.0	0.0
NC(=O)CSc1nnc(-c2c[nH]c3ccccc23)n1-c1ccc(F)cc1	-5.9	-0.2	-0.9	-0.7
CC1CCC(NC(=O)CCn2c(=O)[nH]c3ccccc3c2=O)CC1 (centres undefined)	-7.3	-0.1	6.4	0.1
COC(=O)N/N=C/c1ccccc1OC(C)C	20.2	0.0	1.9	2.3
Oc1ccc(CCNc2nc(-c3ccccc3)nc3c2ncn3-c2ccsc2)cc1	6.8	0.0	3.5	0.0
COC(CNC(=S)Nc1ccccc1C)OC	5.5	0.0	-4.4	2.2
CCSc1nc2c(c(=O)[nH]1)C(c1ccccc1)C1=C(CCCC1=O)N2 (centres undefined)	2.2	0.0	-12.1	-0.1
O=[N+]([O-])c1ccc(Cl)c(/C=N\Nc2nc(N3CCCCC3)nc(N3CCCCC3)n2)c1	7.6	-0.3	-5.5	-0.1
O=C(c1ccc(-c2nc3ccccc3[nH]2)cc1)N(C1CCCCC1)C1CCCCC1	6.2	0.7	-0.9	-1.5
CCOc1ccccc1-n1c(SCC(N)=O)nnc1-c1ccccn1	5.4	0.8	-5.9	0.2
Cc1cc(/C=C2/NC(=O)N(Cc3ccccc3F)C2=O)c(C)n1C(C)C	-13.0	0.0	13.4	-0.3
Cc1ccc(C(=O)OCc2ccccc2C#N)cc1S(=O)(=O)N1CCCCC1	-11.9	0.3	-11.4	2.8
O=C(c1ccc(Cl)cc1Cl)N1N=C(c2c(-c3ccccc3)c3cc(Br)ccc3[nH]c2=O)CC1c1ccccc1 (centres undefined)	3.3	-0.1	-10.4	-0.8
COC(=O)c1ccc(/C=C2/SC(=O)N(C(C)C(=O)OC)C2=O)cc1 (centres undefined)	-21.4	0.0	-3.8	1.9
CCC1=NN2C(=N)/C(=C/c3cn(CCOc4ccc(C(C)(C)C)cc4)c4ccccc34)C(=O)N=C2S1	3.2	0.2	12.1	1.7
O=C(COC(=O)c1cc([N+](=O)[O-])ccc1O)c1ccc(Br)cc1	-6.8	-0.1	0.5	-1.1
CC1(C)CC(=O)C2=C(C1)N(c1cccc([N+](=O)[O-])c1)C(N)=C(C#N)C2c1ccccc1 (centres undefined)	-6.0	0.3	4.9	-1.1
C=C/C(C)=C(\C=C(C)C)N(C(C)=O)C1=NCCCS1	5.3	0.2	1.2	0.0
Cn1c(=O)cc(C(=O)Nc2ccc(F)c(Cl)c2F)[nH]c1=O	8.0	-0.1	8.1	-1.3
COc1ccccc1-n1cc2c([N+](=O)[O-])cc([N+](=O)[O-])cc2n1	-0.7	-0.1	10.6	-0.6
COc1ccccc1C(=O)N[C@H]1C[C@H]2C(=O)N[C@@H]([C@@H](C)O)C(=O)N2C1	-17.5	0.2	-8.8	1.9
COc1ccc(CCNC(=O)C/C(C)=N/NC(=O)c2ccccc2N)cc1OC	-43.6	0.3	17.9	0.3
CN1CCN(C(=O)c2c(NC(=O)c3cccc(Cl)c3)sc3c2CCC(C(C)(C)C)C3)CC1 (centres undefined)	6.3	0.0	-20.3	0.2
O=C(O)c1ccc2c(c1)C(=O)N(CCO)C2=O	3.1	-0.1	-9.6	1.2
CC(C)N(C(=O)CNCCN1CCOCC1)c1ccccc1	0.6	0.2	72.5*	-0.3
COc1ccc(C2(CC(=O)NCC(F)(F)F)CC(=O)N(C3CCCC3)C2=O)cc1 (centres undefined)	-60.6	0.4	23.0	1.2
O=C(O)CSC(NC(=O)c1ccccc1)(C(F)(F)F)C(F)(F)F	-4.0	0.0	5.5	-1.5
Cc1cccc(C)c1NC(=O)NC1CCN(C2CCCCC2)C1 (centres undefined)	8.6	0.0	15.3	0.7
Cc1cc(C(=O)NCc2ccccc2Cl)c(C)o1	-21.5	0.2	21.7	-2.4
CC1(C)CC(=O)C(C(C2=C(O)CC(C)(C)CC2=O)c2ccc([N+](=O)[O-])cc2)C(=O)C1 (centres undefined)	-1.1	0.2	19.4	-0.8
CCOc1cccc(N2C(=O)CC(N3CCN(c4ccccn4)CC3)C2=O)c1 (centres undefined)	5.2	-0.2	-10.6	0.1
O=C1C2CCCN2C(=O)c2ccccc2N1Cc1ccc(F)cc1 (centres undefined)	-1.8	-0.3	-8.5	0.1
CC1=C(C(=O)Nc2ccc(Cl)cc2)C(c2ccc(Br)cc2)NC(=O)N1 (centres undefined)	13.2	0.1	6.4	0.6
CC(=O)CC(=O)Nc1ccc([N+](=O)[O-])cc1	-3.0	-0.1	5.6	-1.3
Cc1cc(C)cc(OCC(=O)OCC(=O)NC(N)=O)c1	-5.8	0.0	4.9	0.9
CC(=O)NCCC(=O)Nc1nc(-c2c[nH]c3ccccc23)cs1	-15.5	-0.1	-0.8	1.0
CN(C)CCCn1c(SCc2ccccc2)nnc1-c1ccncc1	-8.3	-0.1	72.8*	0.4
Cc1ccc(CN2CCc3nnc(CNC(=O)CCc4cccnc4)n3CC2)c(C)c1	-7.4	-0.1	-3.3	1.9
CCC(CC)NS(=O)(=O)c1c(C)cc(C)cc1C	6.8	0.0	4.9	-0.4
CC(=O)Nc1ccc(/C=C(\C#N)c2nc3ccccc3[nH]2)cc1	-30.6	-0.1	2.6	0.4
Cc1cccc(C(=O)n2nc(-c3cccnc3)nc2NCc2ccccc2)c1	-4.3	-0.1	-0.5	1.8
Cc1nc(Oc2cccc(Cl)c2)c2oc3ccccc3c2n1	-3.0	0.0	0.3	-0.6
c1cn(-c2ccc(Nc3nccc(-c4ccc(-c5ccn[nH]5)cc4)n3)cc2)nn1	-9.1	-0.4	10.3	0.2
COc1ccc(N2CCN(C(=O)CN3CCc4nc(C)[nH]c(=O)c4C3)CC2)cc1	-3.6	0.1	2.0	-0.4
CC(=O)Nc1ccc(Nc2nc(N3CCN(c4ccccn4)CC3)nc3nc[nH]c23)cc1	13.9	-0.1	-4.8	0.2
CCc1ccccc1NC(=O)CC1Nc2ccccc2NC1=O (centres undefined)	4.0	0.2	-2.9	4.8
Cc1[nH]c2ccccc2c1/C=C(\C#N)c1nc2c(s1)CCCC2	-19.8	-0.3	1.4	0.6
COC(=O)C1=C(C)N(C)C(=S)NC1c1ccc(OC(=O)c2ccccc2)cc1 (centres undefined)	0.1	-0.2	-6.6	0.6
Cc1ccc2oc(=O)c3cc(C(=O)NCc4cccnc4)sc3c2c1	-0.5	-0.1	-0.8	4.5
CN(c1ccc(C(=O)Nc2ccc(CC#N)cc2)cc1)S(C)(=O)=O	-9.2	0.2	2.0	0.7
O=C(Nc1nnc(COc2ccccc2)o1)C1CCCC1	-7.2	-0.1	-10.3	-1.2
CCN1CCCC1CNC(=O)CNC(=O)Cn1cnc2sc3c(c2c1=O)CCCC3 (centres undefined)	-6.0	0.0	2.1	2.8
CC(=O)NC1=NN(C(C)=O)C(c2ccc(Cl)cc2)S1 (centres undefined)	-1.8	0.0	3.5	-0.2
CC(C(=O)NCc1ccccc1Cl)n1cc([N+](=O)[O-])cn1 (centres undefined)	3.0	0.3	0.4	-0.6
CC(C)/C=C/CN1CCc2nnc(C(C)NC(=O)CCc3ccccc3)n2CC1 (centres undefined)	2.4	-0.2	-8.0	-1.1
CC(C)(C)C(=O)CSc1nc2ccsc2c(=O)n1Cc1ccccc1F	-6.6	-0.2	-1.0	-0.2

Continuation:
SMILES	TEAD-YAP inh	FBW7 act	MITF primary	GPR151 ag
CCOC(=O)N1CCC(n2c(SCC(=O)NCc3ccccc3)nc3ccccc3c2=O)CC1	-9.8	-0.1	-5.8	0.1
CCN(CC)C(=O)CN(c1ccc(I)cc1)S(C)(=O)=O	-6.8	-0.3	-4.7	-2.0
COc1ccc(C(=O)Nc2cc(-c3nc4ccccc4s3)ccc2C)cc1Br	-60.8	0.1	-9.6	1.3
C=CCSc1nc2nc(N)[nH]c(=O)c2[nH]1	-5.7	0.0	17.3	-0.4
Cc1ccccc1-n1c2nc(C#N)c(C#N)nc2c2c1nc(C(C)C)n1c3ccccc3nc21	-0.6	0.0	-1.2	0.2
C=CCn1c(SCC(N)=O)nc(C)cc1=O	9.5	0.4	14.2	1.3
CC1CCC(N2CCN(Cc3ccccc3[N+](=O)[O-])CC2)CC1 (centres undefined)	-3.1	-0.2	69.3*	0.7
Cc1ccc(S(=O)(=O)N(Cc2ccc(F)cc2)CC2CCC(C(=O)O)CC2)cc1 (centres undefined)	2.0	0.1	19.4	-0.9
CCC(=O)Nc1ccc(-c2ccc(NC(=O)CC)c(C(=O)O)c2)cc1C(=O)O	1.9	0.0	-3.1	-0.4
O=C(CSc1nc2c([nH]c3ccccc32)c(=O)n1-c1ccccc1)NCC1CCCO1 (centres undefined)	2.4	0.0	-3.7	-0.3
Cc1cc(=O)[nH]c(NCc2ccccc2)n1	0.6	-0.1	-6.6	-1.1
O=C(Nc1ccc(Cl)cc1Cl)c1nc2ncccn2n1	-23.3	0.0	-2.2	-0.6
O=C(O)c1ccc(Cn2cc(Cl)c([N+](=O)[O-])n2)cc1	3.7	0.1	15.5	-0.1
O=C(NCCCN1CCCC1=O)c1cc(Cl)nc2ccccc12	6.9	0.1	-16.6	-1.4
Cc1ccc2nc(C3CC(=O)N(c4ccccc4)C3)[nH]c2c1 (centres undefined)	-0.4	0.0	-18.7	0.6
COc1ccc(-c2nc(Nc3ccc(Oc4ccccc4)cc3)c3ncn(-c4ccccc4)c3n2)cc1	6.8	-0.1	-3.0	0.2
O=C(Nc1ccc2oc(-c3cc(Br)ccc3Cl)nc2c1)c1ccc(F)cc1	0.6	-0.2	-7.2	0.6
Cc1ccccc1C1(CC(=O)N2CCCC2)CC(=O)N(Cc2ccncc2)C1=O (centres undefined)	5.4	-0.1	3.7	-0.7
CCCCN(C)C(=O)Cc1c(C(=O)O)[nH]c2ccccc12	-8.3	1.6	-10.7	0.3
Cc1ccc(NC(=O)Cn2nnc(-c3nc(-c4ccccc4)no3)c2N)c(Cl)c1	1.6	-0.1	-8.2	0.3
N#CC(C#N)=Cc1ccc(NC(=O)Nc2ccc(Cl)c([N+](=O)[O-])c2)cc1	-11.6	-0.2	5.3	0.7
COc1cccc(CN(C(=O)/C=C/c2ccc(C)cc2)C2CCS(=O)(=O)C2)c1 (centres undefined)	-9.5	0.1	-4.9	3.2
